Screening data (PubChem)
Giardia kill: Giardia lamblia killing; Giardia lamblia trophozoite viability; activity change, % at 7.66 µM, hits read low; 0.15% of 340,000 active; AID 540267; in the data active = activity change below about -80%; inconclusive = between about -30% and that limit;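 note: parasites exposed to compound for two days anaerobically before the ATP read; % is set by controls: 0 for no effect and ±100 for the full control effect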
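Anaerobic 48 hrs incubation at 37 deg C of 100 trophozoites/well with test compounds; ATPLite 1-Step luminescence, 15-30 min RT, reports cellular ATP as viability.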
hERG WT inh: blocks the wildtype human KCNH2 potassium channel. AID 720551. U2OS, BacMam KCNH2, thallium flux FluxOr; stronger effect = lower value. 0.37% of 340,000 active. activity change, % at 1.84 µM;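 active = maximum activity change below -70%; inconclusive = maximum activity change between -70% and -50%; inactive = maximum activity change above -50%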; note: % is set by controls: 0 for no effect and ±100 for the full control effect
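U2OS cells were transduced with wild-type KCNH2 virus (2.03 x 10^8 / mL) for 4 h at room temperature, then cultured overnight at 37 C. Thallium flux was read with FluxOr dye. Rate constants were normalized to DMSO controls.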
A-T KAP1 phos: candidate therapy for ataxia-telangiectasia; […] A-T fibroblasts, KAP-1 phosphorylation AlphaLISA; neocarzinostatin DNA damage 30 min before lysis; Potency, µM (series often up to 57.5 µM), for inactives: top-dose activation, usual class: activators; 0.19% of 320,000 active; note: potency is the fitted concentration of half-maximal effect; % of control where 0% means no effect; nearly all actives have a fitted effect of over 45% in size
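hTERT-immortalized A-T patient fibroblasts ([…]), 500 cells/well in OPTI-MEM, 1% FBS, got compounds for 60 min, then NCS for 30 min at 37C. Lysates were then assayed for phospho-KAP-1 by AlphaLISA (anti-pKAP1 donor, anti-KAP1 acceptor beads), 6 hr at 25C.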
TSHR antag: human thyrotropin receptor antagonism; P16473; TSHR-expressing cells, TSH-stimulated cAMP HTRF, 2 h; stronger effect = lower value; activity change, negative = inhibition, % at 11.5 µM; 0.2% of 330,000 active;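 active = activity change below a set negative limit, meaning inhibition stronger than a set level, cut at about -70% in these data; inconclusive = activity change between two set negative limits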; note: % is set by controls: 0 for no effect and ±100 for the full control effect
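Read-out is FRET at 665 nm (cryptate excitation 337 nm) from a cryptate-tagged anti-cAMP antibody, competed by cell cAMP against cAMP-d2. Compounds are tested on freshly harvested TSHR cells challenged with 4nM TSH (EC80) for 2 hours at 37 deg C.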
MLL CXXC-DNA inh: inhibitors of human MLL CXXC domain-DNA interaction. 0.037% of 290,000 active. MLL-CXXC / FITC-HOXA9 DNA fluorescence polarization. Potency, µM (top dose mostly 115 µM), inactives show at the highest dose activity change, negative = inhibition, actives largely listed as inhibitors. AID 2662. Q03164; active = well fitted inhibition curve with a large enough effect in the polarisation, with a control signal flat, not every such curve was filed as active; inconclusive = small, poorly fitted or top-dose-only effect, or effect the other way, or a change in a side signal; inactive = no such curve, though single readings can be large or run the other way; the % refers to the polarisation; note: potency is the fitted concentration of half-maximal effect
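Steps: dispense CXXC domain solution (7 uM) → pin compounds or unlabeled HOX-A9 DNA control → 5 min ambient → add FLSN-HOX-A9 solution (50 nM) → spin → 30 min ambient → fluorescence polarization. Tris pH 7.5/NaCl/DTT/BSA buffer.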
GALK inh: blocks human galactokinase activity; Purified GALK, Kinase-Glo residual ATP luminescence; 0.007% of 270,000 active; Potency, µM (titrated, usually from 57.5 µM), inactives show at the top dose activity change, negative = inhibition, most hits filed as inhibitors; note: potency is the fitted concentration of half-maximal effect; % is set by controls: 0 for no effect and ±100 for the full control effect
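ATP-depletion format; final 35 uM ATP, 100 uM D-galactose, 5 nM enzyme; pH 8.0 HEPES/Mg2+ buffer; 60 min RT; luminescence read 10 min after detection reagent.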
Tb PFK inh: inhibitors of T. brucei phosphofructokinase; O15648; T. brucei PFK, ADP-Glo luminescence; Potency, µM (top dose mostly 57.5 µM), for inactives: at the top dose activity, negative = inhibition, most hits filed as inhibitors; 0.17% of 330,000 active; AID 485367;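 note: potency is the fitted concentration of half-maximal effect; 0% = uninhibited 1x PFK enzyme wells and -100% = no-enzyme wells; nearly all actives have a fitted effect of over 60% in size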
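PFK 1.25 nM, F6P 0.5 mM, ATP 0.1 mM, 0.1 M TEA pH 8.0, 5 mM MgCl2, 0.01% Tween20, 0.1% BSA; 45 min RT. ADP-Glo readout. qHTS titration up to 57 uM; curves fitted, compounds curve-classed.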
TCR activator: T cell receptor activation | 330,000 tested, under 10 active | Potency, µM (top dose mostly 9.22 µM), for the others: at the highest dose activation of IL-2 secretion, actives largely listed as activators | primary human leukocytes, anti-CD3, IL-2 HTRF, 48 h; note: % of control where 0% means no effect
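Primary human leukocytes were stimulated with a-CD3 beads plus compounds for 48 hr without co-stimulation; secreted IL-2 was quantified by HTRF using a-IL-2-K (europium cryptate) and a-IL-2-d2, excited at 320nm with acceptor emission read at 665nm.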
Coupling enz: counter-screen for Giardia aldolase inhibitors: coupling enzyme system | AID 2472 | activity change, negative = inhibition, % at 58.2 µM, hits read low | coupling enzyme system counterscreen, AmpLite Red fluorescence | 0.67% of 290,000 active; in the data active = activity change below about -30%; note: % is set by controls: 0 for no effect and ±100 for the full control effect
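Final compound at 57.5 uM, incubated 10 min at RT with coupling enzyme reagent (glyceraldehyde-3-phosphate), then 20 min with substrate and AmpLite Red detection. Fluorescence read at 525/598 nm; tests interference with the coupling assay, not aldolase inhibition.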
BCR signal inh: inhibitors of chronic active B-cell receptor signaling; ABC-DLBCL IkBa-CBG/CBR reporter, luminescence ratio, 4 h; Potency, µM (titrated, usually from 46.1 µM), for inactives: at the highest dose ratio change, negative = lower green/red ratio, actives largely listed as inhibitors; 0.05% of 340,000 active; AID 493014; active = well fitted inhibition curve with a large enough effect in the signal ratio, with a control signal flat, not every such curve was filed as active; inconclusive = small, poorly fitted or top-dose-only effect, or effect the other way, or a change in a side signal; the % refers to the signal ratio;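 note: potency is the fitted concentration of half-maximal effect; plate controls were basal doxycycline-induced cells for no effect and cells given 10 µM MG132 for full effect; MG132 reads +100%, hits lower the ratio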
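TMD8 human ABC-DLBCL cells with doxycycline-inducible IκBα–green luciferase fusion and unfused red luciferase, in 0.5% FBS medium; compounds up to 46 uM, 4 h at 37C. Green/red luminescence ratio, filter-overlap corrected, fitted to concentration-response curves.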
Numbers without * were called inactive; ? = inconclusive; nt = not tested or not shown; & = joins results of further samples; [ ] = another dose, or the depositor's remark. Unless noted, calls come from the whole dose curve; as a rule, active = well fitted curve in the direction sought with a large enough effect; inconclusive = small, poorly fitted or top-dose-only effect, or another doubt; inactive = no such curve, though single readings can be large; an effect the other way counts as inactive or inconclusive. The order is random. About 1.6% of those tested had a hit in this group.

SMILES	Giardia kill	hERG WT inh	A-T KAP1 phos	TSHR antag	MLL CXXC-DNA inh	GALK inh	Tb PFK inh	TCR activator	Coupling enz	BCR signal inh
C=CCc1cc(OC)ccc1OCC(O)CN1CCN(c2ccc(OC)cc2)CC1 (stereo not drawn)	-5&1	60&16	-2%&2%	12&6	-4%&2%	-3%&0%	11%&-1%	0%&-2%	-1&1	?
CCOC(=O)c1c(NC(=O)CSc2nnnn2-c2ccc3c(c2)OCO3)sc(C)c1C	4	2	-8%	-5	4%	8%	-3%	4%	-1	0%
C=CCn1nnnc1-c1cccc(Cl)c1	5	-3	3%	10	7%	0%	-5%	-3%	3	1%
Cc1ccc(Nc2ccc([N+](=O)[O-])cn2)cc1Cl	10	-23	2%	-20	-2%	0%	1%	-14%	-4	?
CCOc1ccc(CN2CCNC(=O)C2CC(=O)NC2CCOCC2)cc1 (stereo not drawn)	1	11	-1%	-2	0%	-4%	-14%	-1%	-8	1%
O=C(COC(=O)c1ccc2ncsc2c1)NCc1ccc(F)cc1	-7	0	1%	4	nt	nt	-24%	0%	nt	-13%
COc1ccc(N/C=C(\C=C\C#N)S(=O)(=O)c2ccccc2)cc1	2	2	-7%	-2	-22%	-2%	2%	5%	0	3%
Cc1cc(NS(=O)(=O)c2ccccc2)cc(Cl)c1O	1	2	2%	12	-8%	1%	-2%	-4%	-13	?
Cc1ccc(S(=O)(=O)NC(C)C(=O)N2CCOCCOCCOCC2)cc1 (stereo not drawn)	13	-7	3%	-20	-4%	-2%	3%	-5%	0	-1%
O=c1cc(CN2CCN(Cc3ccccc3)CC2)c2cc3c(cc2o1)CCC3	-1	7	-3%	9	8%	-1%	-1%	2%	2	-2%
CC(C)c1nc2cc(C(=O)N3CCN(c4cnccn4)CC3)ccc2o1	-6	-9	-7%	-13	5%	1%	-1%	4%	nt	2%
COCc1nnc(NC(=O)c2ccc(S(=O)(=O)N(C)C3CCCCC3)cc2)o1	-3	-3	7%	2	-6%	-2%	-4%	-3%	7	-1%
O=C(N(c1ccccc1)c1ccccc1)N(c1ccccc1)c1ccccc1	9	-3	-2%	7	-8%	0%	-9%	1%	7	?
CC(=O)Nc1ccc(NC(=O)C(C)OC(=O)c2ccc3[nH]c(C)c(C)c3c2)cc1 (stereo not drawn)	8	-1	-4%	-1	nt	nt	-1%	-1%	nt	4%
CCn1c(SCc2nc3ccccc3c(=O)[nH]2)nnc1C(C)NC(=O)c1ccccc1F (stereo not drawn)	-6	-2	1%	-8	3%	0%	1%	3%	1	15%
S=C(NCCc1cccc(Cl)c1)NCc1ccccc1	nt	nt	11%	-11	13%	-3%	-6%	nt	nt	-3%
COc1ccccc1N1CCN(C(=O)c2cc3n(n2)C(C(F)(F)F)CC(c2ccco2)N3)CC1 (stereo not drawn)	-2	-13	1%	4	-5%	0%	-6%	-4%	2	-6%
O=C(Nc1ccc2oc(-c3ccccc3)nc2c1)c1ccco1	2	-21	12%	-4	-4%	-2%	-4%	-6%[46.1 µM]	2	?
CCOc1ccc(C(=O)NCC(=O)NCC(c2ccco2)N2CCCCC2)cc1 (stereo not drawn)	-12	-7	-5%	22	nt	nt	-4%	9%	nt	5%
COc1ccc(CSCC(=O)N/N=C/c2ccc(OCC(=O)N3CCCCC3)cc2)cc1	-2	40	2%	-4	1%	-1%	7%	-1%	1	3%
O=C(NCCc1cccc(C(F)(F)F)c1)C1CCC(=O)N(CCc2cccc(F)c2)C1 (stereo not drawn)	7	7	0%	3	0%	8%	1%	-1%	5	0%
CC(=O)c1ccc(C(=O)NC2CCCN(Cc3ccccc3F)C2)s1 (stereo not drawn)	-22	8	8%	-7	4%	-6%	1%	-1%	nt	-7%
CCCOc1ccc(Cn2cnc3ccccc32)cc1	4	2	4%	-17	2%	-4%	-21%	-2%	-1	1%
CCN(CC)S(=O)(=O)c1ccc(C(=O)NNC(=O)C2COc3ccccc3O2)cc1 (stereo not drawn)	18	-11	3%	27	nt	nt	-8%	7%	nt	-2%
CCn1c(N2CCN(C(=O)Nc3ccc(F)cc3)CC2)nc2ccccc21	-6	41	3%	-6	-2%	-1%	-1%	4%	0	0%
Next compounds follow.
SMILES	Giardia kill	hERG WT inh	A-T KAP1 phos	TSHR antag	MLL CXXC-DNA inh	GALK inh	Tb PFK inh	TCR activator	Coupling enz	BCR signal inh
O=C(C1CCN(S(=O)(=O)c2ccc3c(c2)OCCO3)CC1)N1CCc2ccccc21	7	25	6%	-3	6%	-3%	2%	4%	-3	0%
CC(=O)N1c2c(cc(Br)cc2S(=O)(=O)N2CCN(C(=O)c3ccco3)CC2)CC1C (stereo not drawn)	0	2	3%	1	0%	-5%	-1%	5%	1	-4%
COc1ccc(C(=O)NCC(=O)Nc2ccccc2)cc1OC	-7	-3	9%	14	-10%	0%	-2%	3%	-3	1%
O=C(NNC(=S)Nc1ccccc1)NNC(=S)Nc1ccccc1	-11	1	-3%	-2	1%	-1%	-5%	-9%	2	5%
Cc1ccc(CCNC(=O)CS(=O)Cc2nc(-c3ccccc3Cl)oc2C)cc1 (stereo not drawn)	5	6	3%	-11	1%	-5%	17%	15%	nt	1%
O=C(NC(Cc1c[nH]c2ccccc12)C(=O)O)c1ccc(F)cc1 (stereo not drawn)	-8	1	1%	7	-9%	4%	-3%	-1%	3	2%
O=C(NN1C(=O)NC2(CCCCC2)C1=O)c1ccc(-c2ccccc2Cl)o1	-20	1	3%	16	nt	nt	-3%	-13%	nt	0%
O=C1C2CCCN2C(=O)N1CCN1CCN(CCO)CC1 (stereo not drawn)	-22	-19	nt	3	-1%	3%	0%	-1%[46.1 µM]	0	4%
O=C(NCc1cccs1)C(=O)c1cn(CC(=O)N2CCCC2)c2ccccc12	9	-3	6%	6	-17%	-2%	4%	-1%	-4	?
CN(C)NC1CC(=O)N(c2ccccc2)C1=O (stereo not drawn)	-10	7	-1%	-11	2%	0%	-1%	-2%	0	0%
CC1CC(C)CN(C(=O)C(C)N2CCN(S(=O)(=O)c3ccc(Br)s3)CC2)C1 (stereo not drawn)	6	5	10%	nt	nt	nt	0%	-3%	nt	-5%
Cc1cccc(NC(=O)c2ccc(S(=O)(=O)N3CC(C)OC(C)C3)cc2)n1 (stereo not drawn)	11	-1	-13%	-8	nt	nt	-16%	2%	nt	18%
N#Cc1ccc(C(c2nnnn2Cc2ccccc2)N2CCCC2)cc1 (stereo not drawn)	9	6	0%	-3	1%	0%	2%	-6%	nt	1%
C/C(=N\NC(=O)CCCNc1ccc(C)cc1)c1ccccn1	5	3	2%	5	-3%	nt	0%	-2%[46.1 µM]	2	?
Nc1nc(CCl)nc(Nc2ccc3ccccc3c2)n1	4	2	-1%	39	23%	-1%	8%	8%	-24	?
O=C(CSc1nnc(-c2ccncc2)s1)Nc1ccc(Cl)c(C(=O)O)c1	16	9	-3%	-1	-10%	18%	3%	-30%	-2	-4%
COc1cccc(OCC(=O)Nc2ccccc2-c2ccccc2)c1	16	-8	1%[11.5 µM]	-8	?	0%	2%	0%	-5	10%
COc1ccc(C(C)C)cc1S(=O)(=O)Nc1ncn[nH]1	5	-6	4%	-9	1%	-1%	4%	-4%	0	2%
CC(c1nnc(SCC(=O)Nc2cc([N+](=O)[O-])ccc2F)n1Cc1ccccc1)N(C)C (stereo not drawn)	-12	2	-3%	15	-5%	1%	0%	-6%	3	-8%
CC1CC(NC(=O)N(C)C)N(C)C(=O)N1 (stereo not drawn)	6	2	1%	-2	-1%	nt	5%	-3%	-1	2%

Given as a markdown table: entries from further up
| smiles | Giardia kill | hERG WT inh | A-T KAP1 phos | TSHR antag | MLL CXXC-DNA inh | GALK inh | Tb PFK inh | TCR activator | Coupling enz | BCR signal inh |
| --- | --- | --- | --- | --- | --- | --- | --- | --- | --- | --- |
| COc1cccc(OCC(=O)Nc2ccccc2-c2ccccc2)c1 | 16 | -8 | 1%[11.5 µM] | -8 | ? | 0% | 2% | 0% | -5 | 10% |
| COc1ccc(C(C)C)cc1S(=O)(=O)Nc1ncn[nH]1 | 5 | -6 | 4% | -9 | 1% | -1% | 4% | -4% | 0 | 2% |
| CC(c1nnc(SCC(=O)Nc2cc([N+](=O)[O-])ccc2F)n1Cc1ccccc1)N(C)C (stereo not drawn) | -12 | 2 | -3% | 15 | -5% | 1% | 0% | -6% | 3 | -8% |
| CC1CC(NC(=O)N(C)C)N(C)C(=O)N1 (stereo not drawn) | 6 | 2 | 1% | -2 | -1% | nt | 5% | -3% | -1 | 2% |
